Rin1 Abl inh: blocks binding of human Rin1 to Abl; TR-FRET Rin1/Abl binding, biochemical; inhibition, % at 7.35 µM; 360,000 compounds, 0.4% hits; in the data active means inhibition above about 5%, passing the limit was not always enough
MT1-MMP act inh: blocks activation of human MT1-MMP; P50281; HT1080 RFP-PRO-GFP cells, GFP/RFP ratio fluorescence, overnight; percent of plate control window, DMSO zero; GFP/RFP ratio change, % at 20 µM; 360,000 compounds, 0.061% hits; AID 651647;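 active means GFP/RFP ratio change of at least 30% with cell ATP level not reduced by more than half and red fluorescence within 50% of control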; further: strong numbers were not always called active
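system = RFP-PRO-GFP reporter HT1080 cells | dosing = 20 µM single dose, 1% DMSO | timing = overnight cell settling, then overnight compound exposure, 37 °C, 5% CO2 | read-out basis = GFP/RFP fluorescence ratio | controls = DMSO and RFP-L50D-GFP cell wells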
Rpn11 block: blocks the human proteasome subunit Rpn11; human 26S proteasome, Ub4-pepOG fluorescence polarization; 20S core pre-blocked with epoxomicin; calls only at 20 µM; 360,000 compounds, 0.59% hits; AID 588493;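 active means inhibition at 20 µM, scaled to each plate's controls, above about 33%, limit read from the data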
Target sequence (O00487 whole entry, looked up): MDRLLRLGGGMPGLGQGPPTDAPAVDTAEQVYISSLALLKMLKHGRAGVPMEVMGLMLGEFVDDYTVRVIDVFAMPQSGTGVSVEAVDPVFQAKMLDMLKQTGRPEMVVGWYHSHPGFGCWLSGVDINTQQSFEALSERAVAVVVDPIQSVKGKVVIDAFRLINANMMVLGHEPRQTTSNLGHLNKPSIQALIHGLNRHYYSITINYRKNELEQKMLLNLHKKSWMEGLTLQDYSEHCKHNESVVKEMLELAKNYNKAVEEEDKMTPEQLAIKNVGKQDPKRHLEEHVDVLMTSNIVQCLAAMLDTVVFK
Neddylation inh: blocks human cullin neddylation; P61081+Q13564; TR-FRET cullin neddylation, biochemical; calls only at 25 µM; 360,000 compounds, 0.58% hits; AID 651699; in the data active means inhibition above about 36%
SKN-1 inh: blocks SKN-1 activity in C. elegans; 360,000 compounds, 0.49% hits; C. elegans VP596 Pgst-4::GFP/RFP ratio, acrylamide-induced, 24 h; AID 624304; inhibition, % at 21.8 µM;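 active means interference check ratio from 0.5 to 1.5 plus GFP to RFP signal ratio inhibition reaching or exceeding a fixed threshold, cut at about 30% in these data, passing the limit was not always enough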; further: some compounds called inactive have numbers as strong as hits
FAS-TE inh: FAS thioesterase (human) inhibition | 360,000 compounds, 0.67% hits | inhibition, % at 15 µM | recombinant FAS-TE, OMFH fluorogenic substrate, fluorescence endpoint | P49327;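 active means compounds whose normalised, plate-corrected inhibition of enzyme fluorescence in the single-dose primary screen is 50% or more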;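 further: 0% = DMSO with enzyme and 100% = substrate without enzyme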
CSN inh: inhibitors of human CSN-mediated cullin deneddylation. Purified CSN, SCF-Nedd8-OG deneddylation, fluorescence polarization. inhibition, % at 12.5 µM. 360,000 compounds, 0.38% hits;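 active means pattern-corrected inhibition above about 35%, with an unprinted fluorescence ratio check between 0.5 and 1.5, limit read from the data, passing the limit was not always enough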;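 further: 0% = enzyme with substrate and 100% = substrate without enzyme; some results filed as inactive read as strong as hits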
Target sequence (Q92905 whole entry, looked up, one chain of several): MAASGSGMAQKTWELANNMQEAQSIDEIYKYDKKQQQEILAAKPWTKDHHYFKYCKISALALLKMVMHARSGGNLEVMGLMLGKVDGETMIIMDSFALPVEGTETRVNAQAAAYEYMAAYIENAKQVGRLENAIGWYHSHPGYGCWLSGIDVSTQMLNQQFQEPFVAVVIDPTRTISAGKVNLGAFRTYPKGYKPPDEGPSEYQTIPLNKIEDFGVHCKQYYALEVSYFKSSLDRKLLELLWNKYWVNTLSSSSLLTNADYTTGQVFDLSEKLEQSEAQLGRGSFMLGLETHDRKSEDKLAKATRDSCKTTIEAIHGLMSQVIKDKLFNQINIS
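Assay system: HEK293T-derived human Csn5 enzyme; quantity: 0.24 nM enzyme; medium: Tris/NaCl/DTT buffer, pH 7.5; also added: substrate SCFSkp2-Nedd8OG, 10 nM; doses: 12.5 µM compound; schedule: 90 min reaction at room temperature; signal: FP; read-out: % inhibition of substrate cleavage by Csn5; benchmarks: substrate-only high control, full reaction low control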
NadD block: NadD (S. aureus) enzyme inhibition; 360,000 compounds, 0.78% hits; inhibition, % at 20 µM; AID 602399; purified NadD enzyme, colorimetric absorbance read-out; in the data active means inhibition above about 26%; further: some compounds past the cut are filed as inactive
PABP1 MLLE inh: inhibitors of microRNA-mediated deadenylation, human PABP1 MLLE binding; GST-MLLE / FITC-PAM2 fluorescence polarization; inhibition, % at 20 µM; 360,000 compounds, 0.36% hits; in the data active means inhibition above about 35%, passing the limit was not always enough;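 further: plate controls were DMSO wells with GST-MLLE for no effect and wells lacking GST-MLLE protein for full effect; some results filed as inactive read as strong as hits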
* = called active by the depositor; i = inactive; nt = not tested or not shown.

SMILES | Rin1 Abl inh | MT1-MMP act inh | Rpn11 block | Neddylation inh | SKN-1 inh | FAS-TE inh | CSN inh | NadD block | PABP1 MLLE inh
COc1cccc(-c2cc(CNC(=O)[C@H]3O[C@@H](n4ccc(N)nc4=O)[C@H](O)[C@@H]3O)no2)c1 | 2 | 3 | i | i | 3 | -9 | 3 | 1 | -2
CCCCC[C@H](C)N1C[C@@H](COCc2ccccc2)Oc2cc(N3CC[C@@H](O)C3)ccc2S1(=O)=O | nt | 7 | nt | i | 9 | 25 | -7 | -6 | nt
CCOc1ccc(-n2c(-c3ccc(Cl)cc3)c[n+]3c2SCC3)cc1 | 1 | -2 | i | i | -10 | -8 | -1 | 5 | -1
Cc1ccc(NC(=O)CCc2nc3ccccc3c(=O)[nH]2)cc1S(=O)(=O)N1CCOCC1 | 7 | nt | i | i | -8 | -3 | 3 | 1 | -35
Cc1ccc(C(=O)Nc2ncc(Cc3ccccc3)s2)o1 | 1 | 1 | i | i | 14 | 4 | 4 | -5 | -15
COc1ccc(CCNC(=O)c2nnn(CC(=O)Nc3ccccc3)c2N)cc1OC | -4 | -6 | i | i | -23 | -11 | 3 | 1 | -86
CCCN1C(=O)/C(=C/c2ccc(N3CCOCC3)cc2)NC1=S | 0 | -9 | nt | i | 22 | -24 | 78 | -2 | -151
Cn1c(=O)c2c(ncn2CC(N)=O)n(C)c1=O | -1 | -1 | i | i | 0 | -1 | 1 | -2 | 1
O=C(NCCO)c1cc2ccccc2cc1O | -7 | 7 | i | i | -12 | -3 | 2 | 0 | 14
COc1ccc(OCCSc2nc(-c3ccccc3)cc(=O)[nH]2)cc1 | 2 | 1 | i | i | 6 | -2 | -5 | 9 | 2
CC(C)=C(NC(=O)c1ccccc1Br)C(=O)NCCc1nc2ccccc2[nH]1 | 2 | -1 | i | i | -6 | -3 | 0 | -3 | -14
Cc1nc2cc(NC(=O)Nc3ccccc3Cl)ccc2n1C | 2 | 4 | i | i | 12 | -4 | 0 | 2 | -1
O=[N+]([O-])c1ccc(N(CC(O)CN2CCCCC2)S(=O)(=O)c2ccccc2)cc1 (stereo not drawn) | -2 | 0 | i | i | -2 | -5 | -4 | -3 | -11
COc1ccc(C(=O)N2CCC2(C)C(=O)O)cc1F (stereo not drawn) | -3 | 4 | i | i | -10 | -10 | 1 | 3 | 5
O=C(CSc1nc(-c2ccco2)cc(C(F)(F)F)n1)NCC1CCCO1 (stereo not drawn) | 0 | 1 | i | i | 1 | -11 | -4 | 1 | 7
COc1ccc(Cl)cc1C(=O)NNC(=O)COC(=O)c1ccc(Br)o1 | 5 | 1 | i | i | 1 | 3 | -1 | 2 | 3
CCOc1cc(C)c(S(=O)(=O)NCCCn2ccnc2)cc1C | 3 | 8 | i | i | -9 | -3 | -1 | 5 | 1
COc1ccc(NC(C)=O)cc1S(=O)(=O)NC(Cc1ccccc1)C(=O)NCc1ccccc1C (stereo not drawn) | 2 | -5 | i | i | 11 | 0 | 0 | -6 | 3
COc1ccc(/C=N/NC(=O)c2ccc(CN3C(=O)c4cccc5cccc3c45)cc2)cc1O | -3 | 11 | i | nt | 9 | 4 | 7 | 22 | -8
COC(=O)[C@]12CCCCC=C1N(Cc1ccc(Cl)cc1Cl)C(=O)[C@H](CC(=O)NCc1cccs1)C2 | nt | -5 | nt | i | 2 | 16 | -2 | 1 | nt
Cc1ccc(CN2CCNC(=O)C2CC(=O)NC2CCCCCC2)o1 (stereo not drawn) | 7 | 2 | i | i | 1 | -3 | 0 | -3 | -6
Cc1ccc(-c2nnc(-c3ccccc3)o2)cc1Br | -1 | -2 | i | i | 0 | 4 | -5 | 3 | 11
CN(C)c1ccc(/C=N\NC(=O)c2ccc(Cn3cc(Cl)cn3)cc2)cc1 | -2 | -4 | i | nt | -5 | -8 | 1 | -1 | -11
CC1=Nc2cc(C(=O)NCCCN3CCN(C)CC3)ccc2Sc2ccc(C)cc21 | -3 | 3 | i | i | 1 | -2 | 5 | -5 | -1
CC(C)NC(=O)NC(=O)COC(=O)/C=C/c1ccc2c(c1)OCO2 | -3 | 1 | i | i | -13 | 0 | 0 | -1 | 5
O=C(CC1c2ccccc2C=C(c2ccsc2)N1c1ccc(-c2cccnc2)cc1)C1CC1 (stereo not drawn) | nt | -8 | nt | nt | 13 | 17 | 0 | 33* | nt
COc1ccccc1CNCC(O)(c1ccc(F)cc1)c1ccc(F)cc1 | -2 | -4 | i | i | 25 | 6 | 0 | -6 | 9
CCOc1ccc(NC(=S)N2CCC(C(N)=O)CC2)cc1 | -2 | 2 | i | i | 5 | -12 | 0 | 3 | -41
COCc1ccc(CN2CCCC(CO)(Cc3cccc(Cl)c3)C2)o1 (stereo not drawn) | -2 | -2 | i | i | 0 | 1 | -4 | -6 | 13
CCn1c(SC(=O)NC2CCCCC2)nnc1-c1cccs1 | -3 | 4 | i | nt | -6 | 9 | 1 | -8 | 16
CCOC(=O)CSC1=C(C#N)C(c2sccc2C)CC(=O)N1 (stereo not drawn) | -4 | 0 | i | i | -8 | -3 | -6 | -15 | -2
Cc1c(C(=O)Nc2ccccc2C(=O)N2CCOCC2)cccc1[N+](=O)[O-] | 0 | -1 | i | i | 21 | -10 | 1 | 1 | 0
CC1(C)Cc2c(c(N3CCOCC3)nc3sc4c(NCCN5CCOCC5)nnnc4c23)CS1 | -3 | -7 | i | i | -11 | 5 | 5 | -12 | -10
Cc1ccc(OCCCC(=O)N2CCOCC2)cc1 | -1 | 2 | i | i | -2 | -7 | -7 | -4 | 17
CCOc1cc(NC(=O)C2CCCCC2)c(OCC)cc1NC(=O)c1ccccn1 | -1 | 0 | i | i | 7 | 7 | 3 | -4 | -2
O=C(c1nc2nc(-c3ccccc3)cc(C(F)(F)F)n2n1)N1CCOCC1 | 2 | -2 | i | i | -4 | -1 | -1 | -2 | 6
COc1ccc(C)cc1S(=O)(=O)N1CCN(C(=O)c2ncoc2-c2ccccc2C)CC1 | 2 | -1 | i | i | 6 | 2 | -5 | -7 | 6
COc1ccc(NC(=O)c2nc[nH]c2C(=O)NCc2ccccc2)cc1 | 2 | -1 | i | i | 14 | 1 | 2 | 10 | 1
Cc1cc(C)c(NC(=O)CSc2nnc(CN3CCOCC3)n2C)c(C)c1 | 5 | -3 | i | i | 4 | -5 | 3 | -5 | -4
COc1cccc(/C=N/Nc2snc(SC)c2C#N)c1O | 0 | -20 | i | i | 17 | 1 | 1 | -2 | -27
O=C(c1ccco1)N1CCCC(N2CCN(c3ccccc3F)CC2)C1 (stereo not drawn) | 1 | -1 | i | i | 2 | -3 | 2 | -8 | 0
Cc1ccc(CN(C)C(=O)CN2C(=O)NC(c3ccccc3)(c3ccccc3)C2=O)c(C)c1 | 0 | 1 | i | i | 4 | 30 | -1 | 7 | 9
CC1CCc2c(sc3ncn(Cc4ccc(C(=O)O)cc4)c(=O)c23)C1 (stereo not drawn) | 0 | 0 | i | i | 10 | 18 | 3 | -2 | 0
Cc1csc(NC(=O)CSCC(=O)Nc2ccccc2)n1 | 2 | -3 | i | i | -10 | -4 | -4 | 8 | 30
O=C(Cc1ccccc1[N+](=O)[O-])N1CCOCC1 | 1 | -2 | i | i | 6 | -2 | 4 | -9 | 1
COc1ccc(C(=O)NC2(C(F)(F)F)NC(=O)N(CCCc3ccccc3)C2=O)cc1OC (stereo not drawn) | 2 | -2 | i | i | 4 | 3 | 1 | -1 | 8
Cc1cccc(-n2ccnc2CN2CCN(C3CCCC3)C(CCO)C2)c1 (stereo not drawn) | -5 | -2 | i | i | 11 | -5 | 2 | -5 | 2
CC[N+](CC)(CC)C/C(N)=N/O | -1 | -5 | i | i | -6 | -9 | 2 | 9 | -3
Cc1ccc(C)c(NC(=O)CN(C)C(=O)c2ccc3ncsc3c2)c1 | 4 | -1 | i | i | -2 | -2 | 0 | -4 | 2
N#CC1=C(N)Oc2ccc3ccc(O)cc3c2C1c1cccnc1 (stereo not drawn) | 0 | -4 | i | i | 3 | 1 | 4 | 7 | -17
O=C(CC(=O)OCc1ccccc1)OCc1ccccc1 | -4 | 7 | i | i | 1 | -9 | 2 | -5 | -9
COc1ccc(C(=O)NCCNc2nc3ccc(C)cc3cc2C#N)cc1OC | 1 | 1 | i | nt | 11 | 4 | -2 | 7 | 4
CC(C)CNC(CC(=O)O)c1ccccc1 (stereo not drawn) | 0 | 0 | i | i | 8 | -4 | -1 | 3 | 6
Cc1[nH]n(-c2ccccc2)c(=O)c1C(C[N+](=O)[O-])c1ccc(Br)cc1 (stereo not drawn) | 34* | 2 | i | i | 9 | 10 | -1 | 6 | 23
COc1ccc(S(=O)(=O)NCc2ccncc2)cc1OC | 1 | 3 | i | i | -5 | -11 | 3 | -7 | 1
O=C(c1ccccc1)c1ccc(N2CCOCC2)c(F)c1 | -3 | -1 | i | i | -1 | 2 | 5 | -1 | 8

Of the compounds above, seven contain fluorine:
SMILES | Rin1 Abl inh | MT1-MMP act inh | Rpn11 block | Neddylation inh | SKN-1 inh | FAS-TE inh | CSN inh | NadD block | PABP1 MLLE inh
COc1ccc(C(=O)N2CCC2(C)C(=O)O)cc1F (stereo not drawn) | -3 | 4 | i | i | -10 | -10 | 1 | 3 | 5
O=C(CSc1nc(-c2ccco2)cc(C(F)(F)F)n1)NCC1CCCO1 (stereo not drawn) | 0 | 1 | i | i | 1 | -11 | -4 | 1 | 7
COc1ccccc1CNCC(O)(c1ccc(F)cc1)c1ccc(F)cc1 | -2 | -4 | i | i | 25 | 6 | 0 | -6 | 9
O=C(c1nc2nc(-c3ccccc3)cc(C(F)(F)F)n2n1)N1CCOCC1 | 2 | -2 | i | i | -4 | -1 | -1 | -2 | 6
O=C(c1ccco1)N1CCCC(N2CCN(c3ccccc3F)CC2)C1 (stereo not drawn) | 1 | -1 | i | i | 2 | -3 | 2 | -8 | 0
COc1ccc(C(=O)NC2(C(F)(F)F)NC(=O)N(CCCc3ccccc3)C2=O)cc1OC (stereo not drawn) | 2 | -2 | i | i | 4 | 3 | 1 | -1 | 8
O=C(c1ccccc1)c1ccc(N2CCOCC2)c(F)c1 | -3 | -1 | i | i | -1 | 2 | 5 | -1 | 8

Screening data (PubChem BioAssay)
